Source: PubChem (several laboratories)
GPR35 arrestin U2OS – GPR35 antagonists blocking zaprinast-driven arrestin recruitment, primary screen, imaging, U2OS, beta-arrestin-GFP, zaprinast agonist (AID 2058). one-dose inhibition, % at 10 µM; IC50 in µM for titrated hits. 290,000 compounds, 0.052% hits. U2OS GPR35 beta-arrestin-GFP translocation imaging, zaprinast antagonism; higher % means a stronger effect;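 active = inhibition of at least 50% with at least 30 cells and total cytoplasm GFP at most 10,000,000; inconclusive = under 30 cells or total GFP of 10,000,000 plus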
HEK293 NOD2/NF-kB – inhibition of NOD2-driven NF-kB reporter – cell-based, luminescence, uHTS, HEK293 (AID 1566) | HEK293 NOD2/NF-kB luciferase reporter, luminescence; higher % means a stronger effect | inhibition, % at 4 µM, or EC50 in µM where a hit was titrated | 290,000 compounds, 0.63% hits; also: many of its hits are not listed in these tables
KOR beta-arrestin-1 – KOR agonists, beta-arrestin recruitment, primary screen, cell-based, luminescence, uHTS (AID 1777). KOR beta-arrestin recruitment, luminescence; higher % means a stronger effect. one-dose activation, % at 10 µM; EC50 in µM for titrated hits. 280,000 compounds, 0.02% hits; in the data active = activation above about 50%, passing the limit was not always enough; also: a part of the inactive calls stands beside numbers as strong as those of hits
GPR55 activation – GPR55 agonists via beta-arrestin recruitment, primary screen, imaging, U2OS cells, beta-arrestin-GFP redistribution (AID 1961). 290,000 compounds, 0.048% hits. one-dose activation, % at 10 µM; EC50 in µM for titrated hits. U2OS GPR55 beta-arrestin-GFP redistribution imaging; higher % means a stronger effect;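 active = activation above 40% with more than 50 cells counted in the well; inconclusive = wells holding fewer than 50 cells, flagged as toxic or sparse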;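 also: U2OS osteosarcoma cells stably expressing GPR55 and beta-arrestin-GFP; plate controls were DMSO negative control for no effect and LPI positive control for full effect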
NOD1 NF-kB reporter – NOD1 signaling inhibitors, primary screen, cell-based, luminescence, uHTS (AID 1578); inhibition, % at 4 µM, or EC50 in µM where a hit was titrated; 290,000 compounds, 1% hits; NOD1-driven NF-kB luciferase reporter cells, luminescence; higher % means a stronger effect; in the data active = inhibition mostly above about 36%, no sharp cut-off; inactive = mostly below about 34%;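 also: HEK-293T reporter cells stimulated with the NOD1 agonist gamma-tri-DAP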
GPR55 antagonists – GPR55 antagonists blocking LPI-driven arrestin recruitment, primary screen, imaging, U2OS, beta-arrestin-GFP, LPI agonist (AID 2013); U2OS GPR55 beta-arrestin-GFP translocation imaging, LPI antagonism; higher % means a stronger effect; inhibition, % at 10 µM, or IC50 in µM where a hit was titrated; 290,000 compounds, 0.13% hits;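 active = spots per cell inhibited over 60%, with over 100 cells counted and total cytoplasm intensity under 500,000; inconclusive = wells with under 100 cells, flagged as likely toxic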;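 also: U2OS cells stably carrying GPR55 and arrestin-GFP stimulated by 5 µM LPI near EC80; imaged beta-arrestin-GFP aggregate spots per cell after agonist stimulation; plate controls were LPI-stimulated DMSO wells for no effect and DMSO wells without LPI for full effect; some results filed as inactive read as strong as hits; confirmed hits need IC50 under 10 µM and bright autofluorescent wells are also inconclusive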
Myeloid diff 2 – myeloid differentiation induction; ER-HoxA9 myeloid progenitors, lysozyme-GFP differentiation, flow cytometry; AID 624256; calls only at 10 µM; 360,000 compounds, 1% hits;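 active = normalized GFP-positive differentiation at or above the plate's own cutoff, the solvent-only control mean plus 3 SD; inconclusive = no clear call, values can overlap the other calls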;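 also: cells exposed to compound for four days before flow analysis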
KOR beta-arrestin-2 – KOR antagonists, beta-arrestin recruitment, cell-based, luminescence, uHTS (AID 1778) | 290,000 compounds, 0.091% hits | KOR beta-arrestin recruitment, luminescence, antagonist mode; higher % means a stronger effect | one-dose inhibition, % at 10 µM; IC50 in µM for titrated hits; also: strong numbers were not always called active
HIV fusion peptide – inhibitors of HIV fusion peptide binding, primary screen, biochemical, uHTS, fluorescence dequenching (AID 1986) | cell-free peptide binding, fluorescence dequenching, 30 min; higher % means a stronger effect | inhibition, % at 20 µM, or IC50 in µM where a hit was titrated | 290,000 compounds, 0.3% hits; in the data active = inhibition mostly above about 52%, no sharp cut-off; inactive = mostly below about 76%; also: some results filed as inactive read as strong as hits
Myeloid diff 2 GFP+ MAC1+ % – recorded beside Myeloid diff 2, whose call it bears; GFP+ MAC1+ double positive, %; measured here: differentiation confirmed by MAC1 staining
Starred values were filed as active, the others as inactive; i = inactive; ? = inconclusive; . = no result given; + = active, no number; [ ] = another dose, or the depositor's remark. Rule as the data show it, unless noted: active = inhibition above about 50%; inactive = the rest.

Screens in order: GPR35 arrestin U2OS | HEK293 NOD2/NF-kB | KOR beta-arrestin-1 | GPR55 activation | NOD1 NF-kB reporter | GPR55 antagonists | Myeloid diff 2 | Myeloid diff 2 GFP+ MAC1+ % | KOR beta-arrestin-2 | HIV fusion peptide
> COc1cccc(COc2ccccc2C2Nc3ccc(Br)cc3C(=O)N2NC(=O)c2ccncc2)c1 (centres undefined)
  -6.1% | 10.5% | -2.4% | -0.1% | 9.7% | 11.3% | i | 1.2 | 6.4% | 0.4%
> CC1(C)OC(=O)C(=NNc2ccc(Cl)cc2)C(=O)O1
  9.0% | -43.6% | . | 0.6% | -8.7% | 0.9% | i | 1.2 | 16.4% | -2.2%
> O=C1C2CCCCC2C(=O)N1c1nccs1 (centres undefined)
  -6.2% | 10.2% | 3.4% | -0.2% | 16.9% | 38.9% | i | 0.3 | -17.5% | 1.8%
> CC(C)n1c(SCC(=O)NCc2ccco2)nc2c1c(=O)n(C)c(=O)n2C
  1.3% | 1.7% | -3.0% | 0.3% | -12.6% | 12.6% | i | 0.3 | 8.7% | -2.4%
> COc1cc(/C=C/C(=O)CC(=O)/C=C/c2ccc(O)c(OC)c2)ccc1O
  16.0% | 14.8% | -1.1% | 0.1% | -12.5% | 12.4% | i | 9.2 | 22.3% | 49.1%
> O=C(CC1Nc2ccccc2NC1=O)c1ccccc1 (centres undefined)
  5.2% | -119.6% | 0.8% | -0.2% | -99.4% | -5.5% | . | . | 4.2% | 5.4%
> Cc1cccc(C)c1NC(=O)CSc1nc2c([nH]1)c(=O)n(C)c(=O)n2C
  -2.5% | 9.4% | -0.4% | 0.3% | -21.0% | 3.8% | i | 1.4 | -24.6% | 1.2%
> N/C(Cc1ccc(Cl)cc1)=N\OC(=O)Cc1ccc([N+](=O)[O-])cc1
  7.9% | -4.5% | 3.9% | -0.3% | -31.6% | 6.5% | i | 1.5 | 16.2% | -0.3%
> Cn1c(CCN2CCCC2)nc2cc(NS(=O)(=O)c3ccccc3)ccc21
  -9.3% | 30.2% | 8.4% | -0.1% | 15.1% | -7.9% | i | 0.0 | -32.7% | 2.1%
> CC1CC(C)CN(c2nc3c(c(=O)n(C)c(=O)n3C)n2CCSc2ncccn2)C1 (centres undefined)
  -8.8% | 14.3% | -7.6% | 1.3% | -6.3% | 9.6% | i | 5.9 | 25.4% | 3.4%
> COc1ccccc1NC(=O)C1CCCN(C(=O)NCc2ccccc2)C1 (centres undefined)
  -7.6% | 22.5% | 0.0% | 1.9% | -5.9% | 3.2% | i | 6.7 | -4.5% | 0.0%
> CC(=O)c1ccc(S(=O)(=O)N(CCCO)Cc2cc3cc(C)ccc3[nH]c2=O)cc1
  4.3% | 4.8% | -0.5% | -0.1% | -7.9% | -0.1% | i | 0.3 | -23.8% | 2.3%
> O=C(O)CCCCCNCc1c(Cl)cccc1Cl
  5.5% | -0.6% | 1.3% | -1.9% | -4.7% | -10.5% | i | 0.4 | -12.0% | -0.8%
> Cc1ncc([N+](=O)[O-])n1CCOC(=O)NC(NCc1ccccc1Cl)C(Cl)(Cl)Cl (centres undefined)
  11.0% | -33.7% | 9.3% | -0.1% | -39.5% | -9.0% | i | 1.0 | 19.4% | -0.5%
> CCOC(=O)C1CCCN(C(=O)CSc2ccc(NC(C)=O)cc2)C1 (centres undefined)
  2.0% | 9.3% | -0.9% | -0.1% | -42.4% | 7.1% | i | 0.4 | 10.9% | -0.2%
> CC(=O)Nc1ccc(NC(=O)c2sc(-c3ccccc3)nc2C)cc1
  0.0% | 19.3% | 4.2% | 0.0% | -5.2% | 6.3% | . | . | -24.3% | 1.3%
> O=C(Cn1cnnn1)OCC(=O)c1ccc(Cl)s1
  16.3% | 1.5% | -0.2% | 0.0% | -44.6% | 17.1% | + | 1.7* | -16.5% | 1.3%
> NC1=NS(=O)(=O)NC1c1ccc(Cl)cc1 (centres undefined)
  2.3% | 24.8% | -4.1% | -0.1% | 9.8% | -2.8% | i | 3.8 | 9.4% | -1.2%
> CC(=O)c1cc(CN2CCN(C(C)C)C(CCO)C2)cs1 (centres undefined)
  -17.2% | 6.6% | -4.2% | -0.3% | -24.4% | 48.4% | i | 0.3 | -12.9% | 0.9%
> C[C@H](NC(=O)C1CC(=O)N(c2ccc3c(c2)OCCO3)C1)C(=O)N1CCC(C(=O)O)CC1 (some centres undefined)
  -6.3% | 12.1% | 4.7% | -0.1% | -17.3% | -22.8% | i | 2.7 | -15.8% | -0.4%

Pulled by compound from the entries so far:
Screens in order: GPR35 arrestin U2OS | HEK293 NOD2/NF-kB | KOR beta-arrestin-1 | GPR55 activation | NOD1 NF-kB reporter | GPR55 antagonists | Myeloid diff 2 | Myeloid diff 2 GFP+ MAC1+ % | KOR beta-arrestin-2 | HIV fusion peptide
> NC1=NS(=O)(=O)NC1c1ccc(Cl)cc1 (centres undefined)
  2.3% | 24.8% | -4.1% | -0.1% | 9.8% | -2.8% | i | 3.8 | 9.4% | -1.2%
> O=C(Cn1cnnn1)OCC(=O)c1ccc(Cl)s1
  16.3% | 1.5% | -0.2% | 0.0% | -44.6% | 17.1% | + | 1.7* | -16.5% | 1.3%

Other structures follow:
Screens in order: GPR35 arrestin U2OS | HEK293 NOD2/NF-kB | KOR beta-arrestin-1 | GPR55 activation | NOD1 NF-kB reporter | GPR55 antagonists | Myeloid diff 2 | Myeloid diff 2 GFP+ MAC1+ % | KOR beta-arrestin-2 | HIV fusion peptide
> O=C1CC(c2ccccc2)CC(O)=C1C=NCCCN1CCOCC1 (centres undefined)
  5.9% | 2.7% | -1.3% | -0.1% | 18.6% | -9.5% | i | 3.8 | -10.1% | -0.4%
> CCN(CC(=O)Nc1ccc2c(c1)OCCO2)Cc1cc(=O)oc2c(C)c(C)ccc12
  -4.0% | 0.7% | -6.4% | 0.3% | -7.4% | -8.7% | i | 3.8 | -21.3% | -1.9%
> Cc1nnc(NC(=O)c2sc3ccccc3c2Cl)s1
  -3.9% | -141.7% | 5.4% | 0.0% | -46.1% | -1.4% | i | 0.0 | 17.3% | -0.2%
> CSc1cnn(-c2ccccc2)c(=O)c1SC
  8.8% | 0.8% | -2.2% | 0.1% | -2.1% | 8.7% | i | 8.4 | 0.7% | -1.4%
> CC(C)CCn1nnnc1C(c1ccccc1)N1CCC(C(N)=O)CC1 (centres undefined)
  4.5% | -0.9% | 0.0% | 0.0% | 13.7% | 7.7% | i | 2.1 | 12.6% | -0.7%
> COc1ccc(N2CCN(C(CNC(=O)C(=O)NCc3ccncc3)c3ccco3)CC2)cc1 (centres undefined)
  15.4% | 2.5% | 0.0% | -0.3% | -50.7% | 6.3% | i | 0.4 | -22.7% | -0.7%
> CCOC(=O)C1=C2c3ccc4ccccc4c3CC(C)(C)N2C(=O)C1=O
  6.7% | 17.7% | -0.3% | 0.2% | 16.6% | -4.8% | i | 0.4 | -5.2% | 1.8%
> CCCc1ccc(S(=O)(=O)NCCc2ccncc2)cc1
  7.5% | 25.3% | -1.3% | -0.1% | 12.5% | 6.9% | i | 1.9 | -27.2% | -0.2%
> Cc1ccc(OC(=O)C2c3ccccc3Oc3ccccc32)cc1C
  -6.2% | 7.0% | 6.4% | -0.3% | 9.4% | 9.1% | i | 0.2 | 19.2% | -0.4%
> c1cncc(CSc2ccc(-c3cccnc3)nn2)c1
  2.9% | -18.7% | -1.4% | 0.2% | -30.9% | 8.7% | i | 0.7 | 5.0% | 1.2%
> Cc1ccc(N2C(=O)C(CC(=O)Nc3cccc(F)c3)N(C3CC3)C2=O)cc1 (centres undefined)
  11.3% | 6.0% | -1.1% | 0.2% | -24.6% | 1.8% | i | 2.8 | 15.8% | -1.3%
> O=C(N1CCCCCC1)N1CCN(C(=O)N2CCCCC2)CC1
  -0.6% | 4.2% | 4.6% | -0.1% | 12.6% | -4.3% | i | 1.0 | -82.9% | 1.4%
> COc1ccccc1NC(=O)COC(=O)c1ccccc1OCC(=O)Nc1ccc(SC(F)F)cc1
  3.5% | 11.3% | -1.9% | 0.1% | -15.0% | 23.6% | ? | . | -15.0% | 0.9%
> COc1ccc(/C=C2/N=C(SC3CCOC3=O)N(c3cccc(OC)c3)C2=O)cc1 (centres undefined)
  0.1% | 1.9% | -2.6% | -0.2% | -14.6% | -2.9% | i | 0.1 | -33.1% | 3.6%
> CC(C)c1ccc2[nH]c(O)c(N=NC(=O)c3cccc(S(=O)(=O)N4CCCCC4)c3)c2c1
  8.1% | 12.3% | 1.7% | 1.3% | 59.4% | 10.8% | i | 0.3 | . | 1.1%
> NC(=O)CNc1n[nH]c(=S)[nH]c1=O
  10.4% | 24.3% | 3.3% | 0.1% | -25.1% | 7.5% | i | 0.5 | -15.2% | 0.0%
> Cc1ccccc1CNCc1cccnc1
  7.6% | 8.0% | -0.1% | 0.3% | 2.4% | 11.5% | i | 1.2 | -0.3% | 2.1%
> O=c1oc2ccccc2cc1-c1nc2c(s1)CCc1ccccc1-2
  5.8% | -4.0% | 9.3% | -0.4% | -8.9% | -3.7% | i | 0.9 | -27.7% | 22.7%
> CN(C)CC(CCCCC(CN(C)C)C(=O)c1ccccc1)C(=O)c1ccccc1 (centres undefined)
  -7.2% | 8.5% | 0.3% | 0.0% | -4.1% | 8.3% | i | 0.8 | 12.5% | 0.6%
> CCn1cc(Cl)c(C(=O)Nc2cccc(CN3CCOCC3)c2)n1
  -16.3% | 7.6% | -2.3% | -0.1% | -14.5% | 8.1% | i | 0.9 | 16.3% | 0.3%
> CC(=O)N1c2ccc(S(=O)(=O)NCCC(=O)NCCc3ccc(Cl)cc3)cc2CC1C (centres undefined)
  9.1% | 26.9% | -3.0% | 0.2% | -27.2% | -12.5% | i | 2.6 | -15.0% | 0.4%
> CCOC(=O)N1CCN(C(=O)COc2cc(=O)n(C)c3ccccc23)CC1
  12.6% | 7.7% | -2.0% | -0.2% | -12.1% | 1.3% | i | 0.8 | 2.5% | 3.1%
> Cc1ccc(OCCCC(=O)NCc2ccco2)cc1
  -7.8% | 6.5% | 1.2% | 0.2% | 2.3% | 4.2% | i | 1.2 | 0.4% | 2.2%
> COC(=O)C1=NN(c2cccc(C)c2)C2C(=O)N(c3ccccc3OC)C(=O)C12 (centres undefined)
  -10.7% | 12.5% | 0.0% | -0.3% | -29.4% | 16.2% | i | 0.3 | 21.9% | -0.8%
> COc1ccc(-c2ccnc3ncnn23)cc1
  -5.5% | 13.3% | -0.1% | -1.2% | -26.0% | 4.6% | i | 0.7 | 21.8% | -2.0%
> CN(C)c1cc[n+](CC(=O)Nc2ccccc2C(F)(F)F)cc1
  11.0% | 4.7% | -0.3% | -0.3% | -16.4% | -4.6% | i | 0.7 | -18.5%[20 µM] | 0.9%

Only part of the results is shown; count on the stated rates, not on these rows.
